C2C12 statin: suppressors of statin myotoxicity in C2C12 myotubes, primary screen, cell-based, single point, plate reader; C2C12 myotubes + simvastatin, ATP luminescence, 48 h; scaled: DMSO 0, geranylgeraniol control 100; rescue of ATP level, % at 7.49 µM; hit rate 0.78% among 330,000;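 active = mean ATP rescue above about 67%, or every replicate alone reaching that limit, limit read from the data, passing the limit was not always enough; inconclusive = no clear call, values can overlap the other calls; inactive = mean under the limit and some replicate under it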;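 note: myotubes were challenged with 10 µM simvastatin during compound exposure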
S100A4 MyoIIA: inhibitors of S100A4-myosin IIA peptide binding, primary screen, biochemical, fluorescence polarization, TAMRA-MyoIIA peptide | Protein S100-A4 (Homo sapiens), P26447 | inhibition, % at 10.7 µM | hit rate 0.14% among 360,000;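 active = mean inhibition of at least 70% across replicates, with every replicate also reaching that level; inconclusive = mean inhibition reaches 70% but some replicates fall short; inactive = mean inhibition below 70%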
Target sequence (P26447 whole entry, looked up): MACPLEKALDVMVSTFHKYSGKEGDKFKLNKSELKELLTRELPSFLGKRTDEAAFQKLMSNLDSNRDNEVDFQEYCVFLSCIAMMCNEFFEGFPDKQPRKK
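Test system – S100A4 monomer (human) · Compound – single-point compound testing · Schedule – 5 min incubation before reading · Probe or stimulus – TAMRA-labelled myosin IIA heavy-chain peptide probe, 5 nM · Benchmarks – neutral control DMSO, positive control TFP · Medium – Calcium-containing HEPES buffer, pH 7.2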
SIRT5 inh: SIRT5 desuccinylase inhibitors, primary screen, biochemical, fluorescence imaging, single point, set 5; Purified SirT5, succinyl-peptide AMC, trypsin-coupled fluorescence; NAD-dependent protein deacylase sirtuin-5, mitochondrial (Homo sapiens), Q9NXA8; inhibition, % at 15 µM; hit rate 1.1% among 330,000; in the data active = inhibition above about 15%; inconclusive = no clear call, values can overlap the other calls
Target sequence (Q9NXA8 whole entry, looked up): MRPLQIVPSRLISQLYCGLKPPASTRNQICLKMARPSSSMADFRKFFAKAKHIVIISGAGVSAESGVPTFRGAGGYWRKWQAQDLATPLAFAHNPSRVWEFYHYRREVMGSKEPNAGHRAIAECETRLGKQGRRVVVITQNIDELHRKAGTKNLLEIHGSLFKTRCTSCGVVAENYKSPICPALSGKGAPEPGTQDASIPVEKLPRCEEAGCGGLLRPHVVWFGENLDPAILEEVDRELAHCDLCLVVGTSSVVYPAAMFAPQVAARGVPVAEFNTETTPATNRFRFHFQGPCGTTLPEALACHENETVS
FN deposit inh: inhibitors of fibronectin matrix deposition, primary screen, AH1F cells, Alexa488-fibronectin fluorescence, plate reader. AH1F fibroblasts, overnight. AID 743247, 2014. hit rate 0.086% among 350,000. inhibition, % at 12.6 µM;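 active = mean inhibition across replicates of 30% or more, regardless of how many single replicates reach that level; inconclusive = mean under 30% yet at least half of replicates reach 30%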;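 note: positive control wells lacked labelled fibronectin entirely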
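Material: AH1F fibroblast monolayer depositing Alexa488-labelled fibronectin into matrix / Amount: 10000 AH1F cells per well / Signal: fluorescence 485/525 nm / Medium: DMEM, 2% serum / Compound: single dose, pinned / Incubation: 1 h cell adhesion before compound, then overnight fibronectin incubation / Reagent: Alexa488-FN, 24 nM final / Read-out: inhibition of fibronectin deposition signal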
CASP6 VEID inh: human caspase-6 inhibitors, primary screen, biochemical, VEID-R110 fluorescence, single point, set 2. hit rate 0.53% among 350,000. P55212. purified caspase-6, Z-VEID-R110 cleavage fluorescence. AID 686996, 2013. inhibition, % at 12.5 µM;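 active = mean inhibition across replicates at least about 35%, with every replicate also reaching that limit, limit read from the data; inconclusive = only one of the two criteria met; inactive = neither criterion met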;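 note: 0% = median of neutral control wells and 100% = no fluorescence left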
Target sequence (P55212 24-179 limits assumed): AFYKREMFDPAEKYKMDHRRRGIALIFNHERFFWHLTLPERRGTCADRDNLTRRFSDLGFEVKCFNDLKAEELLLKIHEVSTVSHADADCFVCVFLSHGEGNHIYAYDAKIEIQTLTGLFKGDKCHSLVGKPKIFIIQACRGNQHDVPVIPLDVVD
Target sequence (P55212 194-293 limits assumed): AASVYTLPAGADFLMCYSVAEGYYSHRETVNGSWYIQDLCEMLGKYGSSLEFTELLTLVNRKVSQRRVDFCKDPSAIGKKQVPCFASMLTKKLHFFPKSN
LGR2 inh: inhibitors of bursicon-induced LGR2 CRE-luciferase signal, primary screen, cell-based, HEK293, CRE-luciferase reporter, bursicon stimulation; Drosophila bursicon receptor LGR2 (rickets); bursicon-stimulated, 4 h; inhibition, % at 9.99 µM; hit rate 0.35% among 380,000; AID 720647, 2013;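 active = drop in luminescence signal, shown as inhibition above about 50% in the replicate tests, limit read from the data, passing the limit was not always enough; inconclusive = probably only some replicates passing the limit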;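 note: agonist challenge used bursicon conditioned medium at about half maximal strength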
esBAF inh: Bmi1 luciferase reporter increase in mESCs, primary screen, esBAF inhibitor project, mouse ES cells, Bmi1 luciferase knock-in, single point. 24 h; 100% = twice the neutral-well signal. reporter increase, % at 12.5 µM. hit rate 2% among 350,000; in the data active = activation above about 40%; inconclusive = no clear call, values can overlap the other calls;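 note: 0% = median of the plate's neutral control wells and 100% = double that signal; a rise in the Bmi1 reporter signal indicates esBAF inhibition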
* marks the source's active call; other numbers are inactive results; ? = inconclusive; nt = not tested or not shown.

SMILES | C2C12 statin | S100A4 MyoIIA | SIRT5 inh | FN deposit inh | CASP6 VEID inh | LGR2 inh | esBAF inh
Cc1ccc(C2C=C(c3ccccc3)Nc3ncnn32)cc1 (configuration not stated) | 10 | -1 | nt | -2 | 0 | -6 | 0
CCc1ccc(-n2ccc(=O)c(C(=O)O)n2)cc1 | 4 | -3 | 2 | -3 | 5 | 5 | -1
CCc1ccc(NC(=O)c2ccc(-n3cncn3)c([N+](=O)[O-])c2)cc1 | -51 | 1 | -1 | 1 | 1 | -5 | 14
CN1OC[C@@H]2CN(C(=O)c3ccc(C#N)cc3)[C@H](c3cccc(Br)c3)C[C@@H]21 | nt | -4 | -1 | 5 | -1 | 5 | nt
COc1ccc(C(=O)N2CCN(c3nc4ccccc4o3)CC2)cc1OC | 19 | 0 | 0 | -1 | 1 | 14 | 8
Cc1ccc(CCNC(=O)C2CCCN(S(=O)(=O)c3c(C)nn(C)c3C)C2)cc1 (configuration not stated) | -11 | 5 | nt | -4 | 0 | 9 | 11
COc1ccc(C(=O)NCC(=O)N2CCCCC2)cc1OC | nt | -2 | -3 | -14 | 5 | 15 | nt
CCC(=O)Nc1ccc(NC(=O)c2ccc3c(c2)OCO3)cc1 | -41 | nt | nt | nt | nt | -25 | -28
O=C1N[C@@H](Cc2ccccc2)C(=O)N2[C@H]1C[C@]1([C@]34C[C@H]5C(=O)N[C@@H](Cc6ccccc6)C(=O)N5[C@H]3N(S(=O)(=O)c3ccccc3)c3ccccc34)c3ccccc3N(S(=O)(=O)c3ccccc3)[C@H]21 | 17 | -3 | 0 | -24 | 1 | 0 | 2
Cc1noc(NC(=O)c2ccccc2)c1C#N | -12 | nt | nt | nt | nt | 31 | -6
COc1ccc2c3c(n(C)c2c1)[C@@H](CO)N(C(=O)C1CC1)CC31CCN(C(=O)CN(C)C)CC1 | nt | 6 | 0 | 8 | 0 | -4 | nt
CC1(C)CCC/C(=C\c2ccccc2)C1=O | -14 | -13 | nt | -5 | 1 | -2 | 0

3 structures out of the list, ordered by molecular weight, falling.
SMILES | C2C12 statin | S100A4 MyoIIA | SIRT5 inh | FN deposit inh | CASP6 VEID inh | LGR2 inh | esBAF inh
CN1OC[C@@H]2CN(C(=O)c3ccc(C#N)cc3)[C@H](c3cccc(Br)c3)C[C@@H]21 | nt | -4 | -1 | 5 | -1 | 5 | nt
COc1ccc(C(=O)N2CCN(c3nc4ccccc4o3)CC2)cc1OC | 19 | 0 | 0 | -1 | 1 | 14 | 8
CCC(=O)Nc1ccc(NC(=O)c2ccc3c(c2)OCO3)cc1 | -41 | nt | nt | nt | nt | -25 | -28

More results.
SMILES | C2C12 statin | S100A4 MyoIIA | SIRT5 inh | FN deposit inh | CASP6 VEID inh | LGR2 inh | esBAF inh
C[C@@H]1CN([C@H](C)CO)C(=O)Cc2cc(NS(=O)(=O)c3cccs3)ccc2O[C@H]1CN(C)CC1CC1 | 22 | 44 | 2 | nt | 3 | -11 | -6
COc1ccccc1CNC(=O)C[C@H]1C=C[C@@H](NC(C)=O)[C@H](CO)O1 | -3 | -38 | 4 | 5 | 0 | -9 | -3
NC(c1ccc(F)c(F)c1)c1nc(-c2cc(F)cc(F)c2)cs1 (configuration not stated) | 3 | -1 | nt | nt | 0 | -22 | -5
CCCc1cc(=O)oc2cc(Oc3ncccn3)ccc12 | -1 | nt | nt | 2 | nt | nt | 15
COc1ccc(C(C)=O)cc1CSc1nc2ccccc2c(=O)n1-c1ccccc1C | nt | 10 | -3 | -9 | -1 | 37 | nt
CCN(CC)/C(N)=N/c1nc(C)cc(C)n1 | nt | -10 | nt | 7 | -20 | 3 | nt
Cc1ccc(S(=O)(=O)Cn2nnnc2C(CC(C)C)N2CCC(C(N)=O)CC2)cc1 (configuration not stated) | 16 | -4 | -3 | 6 | 3 | 1 | 0
CCOC(=O)C1=C(C)N=c2s/c(=C3\C(=O)Nc4ccccc43)c(=O)n2C1c1ccc2c(c1)OCO2 (configuration not stated) | 25 | nt | nt | 3 | nt | nt | -9
O=c1[nH]c2ccccc2c(O)c1-c1ccccc1 | 12 | -6 | -2 | nt | 1 | -4 | 1
C[C@@H]1CN([C@@H](C)CO)C(=O)Cc2cc(NC(=O)C3CC3)ccc2O[C@H]1CN(C)S(=O)(=O)c1ccc(F)cc1 | 9 | 5 | -3 | nt | 3 | -24 | -3
O=S(=O)(c1ccccc1)N1CCCCN2[C@H](CO)[C@H](c3ccc(-c4ccccc4F)cc3)[C@@H]2C1 | 18 | nt | -4 | nt | nt | 31 | -4
CC=Cc1ccc2n(c1=O)C[C@H]1[C@H](CO)[C@@H](C(=O)N(C)C)[C@@H]2N1CC1CCCC1 (mixture of isomers) | nt | 1 | 4 | nt | 2 | 5 | nt
CCN1C(=O)c2ccccc2Sc2ccc(C(=O)NCCN3CCOCC3)cc21 | 5 | -3 | 0 | 3 | -2 | nt | -4
COc1ccc(-c2nc3cnccn3c2Nc2ccc3c(c2)OCO3)cc1 | 3 | 2 | 2 | -7 | 0 | -20 | 0
CCCC(=O)NCCc1cc(OC)c(OC)cc1Br | nt | 2 | -3 | 7 | 0 | 9 | nt
C=CCC1NCCc2c(Br)cccc21 (configuration not stated) | 9 | -2 | 5 | -4 | -3 | 1 | 2
N#Cc1c(N)c2ccccn2c1C(=O)c1ccc(Br)cc1 | -44 | -1 | -1 | 7 | 2 | -11 | 11
O=C(Nc1ccc(N2CCOCC2)cc1)c1cccc2c(-c3ccc(F)c(F)c3)coc12 | 10 | -5 | -2 | 11 | -1 | 2 | 4
O=C(Nc1ccc(Nc2ccccc2)cc1)c1ccc(Cl)cc1[N+](=O)[O-] | -32 | 1 | 4 | 7 | 4 | 6 | -8
CCCNC(=O)N1CC2(CN(CC3CCCCC3)C2)c2c(n(C)c3cc(OC)ccc23)[C@@H]1CO | nt | -4 | 7 | -3 | 7 | -2 | nt
COc1ccc(NC(=O)c2ccccc2SC)cc1 | nt | -3 | 0 | -9 | 1 | -14 | nt
CCCC(=O)Nc1ccc2c(c1)C(=O)N(C)C[C@H](OC)[C@@H](C)CN(C(C)=O)[C@@H](C)CO2 | -3 | -5 | 1 | 5 | 1 | 5 | -6
O=C(/C(=C(\O)c1ccccc1)c1ncc[nH]1)c1ccccc1 | -3 | 0 | -1 | nt | -5 | -16 | 5
CCN1CCN(c2c(Cl)cccc2NC(=O)c2cccs2)CC1 | -5 | 0 | 0 | 8 | 3 | -6 | -7
CN(C)C(=O)C[C@H]1C[C@H]2c3cc(NC(=O)C4CCC4)ccc3O[C@H]2[C@@H](CO)O1 | -1 | -2 | -1 | 2 | 4 | -4 | -5
COc1cccc(C(c2c(NC(=O)c3ccco3)sc(C)c2C)N2CCOCC2)c1 (configuration not stated) | -14 | 2 | 3 | -1 | -2 | 24 | -8
OC[C@@H]1[C@H](c2ccc(-c3ccccc3)cc2)[C@H]2CN(CCC(F)(F)F)CCCCN12 | nt | 10 | 0 | nt | -12 | -15 | nt
COC(=O)C[C@@H]1CC[C@@H]2[C@@H](COc3ccc(NC(=O)c4ccc(F)c(F)c4)cc3C(=O)N2C)O1 | 2 | -2 | -9 | -6 | 1 | 6 | -3
C[C@H](CO)N1C[C@H](C)[C@H](CN(C)C)Oc2cc(-c3ccc(F)cc3)ccc2S1(=O)=O | -4 | 13 | -5 | 5 | -4 | 7 | -1
CCOc1ccccc1C(=O)NCC(=O)NCCCc1ccccc1 | 4 | -1 | 0 | 5 | 5 | 8 | -2
Cc1nn(CC#N)c(=O)n1-c1ccccc1F | -2 | nt | nt | 9 | nt | nt | 1
Cc1cc(C)c2c(N)c(C(=O)c3ccc(Cl)c(Cl)c3)sc2n1 | nt | -12 | -4 | -11 | 10 | 4 | nt
Cc1ccc(N2C(=O)c3ccccc3C2Nc2cccnc2)nc1 (configuration not stated) | 1 | 13 | -2 | -7 | 23 | 50 | 23
C[C@@H]1CN([C@@H](C)CO)C(=O)Cc2cc(NC(=O)Nc3ccc4c(c3)OCO4)ccc2O[C@H]1CN(C)Cc1ccc(Oc2ccccc2)cc1 | 41 | 11 | 1 | nt | -2 | 8 | 3
C=C(C)COc1ccc2c(c1)CCC1C2CCC2(C)C(=O)C(=NO)CC12 (configuration not stated) | nt | 4 | nt | nt | 3 | 10 | nt
CN(C)CCCNc1ncnc2oc(-c3ccccc3)c(-c3ccccc3)c12 | -8 | -6 | -13 | 3 | -13 | 1 | -10
CSc1nc(N)nc(C2CC2)n1 | nt | -3 | -3 | -5 | 2 | -3 | nt
C=CCn1c(SCC(=O)Nc2ccccc2OC)nnc1-c1ccccn1 | 0 | nt | nt | 8 | nt | nt | -6
CC=Cc1ccc2n(c1=O)C[C@@H]1[C@@H](CO)[C@H](C(=O)NCC3CC3)[C@H]2N1Cc1ccncc1 (mixture of isomers) | 10 | 21 | -11 | nt | -2 | -4 | -7
CN(C)c1ccc(/C=N/NC2=NS(=O)(=O)c3ccccc32)cc1 | -9 | 21 | 1 | 7 | 3 | 2 | 13
COc1ccc(NC(=O)N(C)C[C@H]2OCCCC[C@@H](C)Oc3ccc(NS(=O)(=O)c4c(C)noc4C)cc3C(=O)N([C@H](C)CO)C[C@H]2C)cc1 | 25 | nt | nt | nt | nt | 10 | 6
CC(=O)c1c(C)[nH]c(C(=O)OCC(=O)Nc2sc3c(c2C#N)CCC(C)C3)c1C (configuration not stated) | ? | -4 | 1 | -10 | 2 | -8 | 9
CCCn1c(=S)[nH]c2cc(C(=O)N3CCc4ccccc43)ccc2c1=O | -3 | nt | nt | 5 | nt | nt | 9
CN(C(=O)COC(=O)C(C)(C)Oc1ccc(Cl)cc1)c1c(N)n(Cc2ccccc2)c(=O)[nH]c1=O | 9 | 0 | 2 | 1 | -1 | 5 | 2
CC1CCC(C(=O)NC(C(=O)Nc2ccccn2)C(C)C)CC1 (configuration not stated) | -12 | -1 | -5 | -7 | 0 | 10 | 0
CCN(CC)S(=O)(=O)c1ccc(C(=O)NCc2n[nH]c(=S)n2-c2ccccc2OC)cc1 | -1 | nt | nt | nt | nt | -6 | 5
COc1ccc(-c2ccc([C@@H]3[C@@H](CO)N4C(=O)CN(C(=O)C5CCC5)C[C@@H]34)cc2)cc1 | nt | -1 | 0 | -1 | 1 | 7 | nt
C[C@H](CO)N1C[C@H](C)[C@H](CN(C)Cc2ccc3c(c2)OCO3)Oc2ccc(NS(=O)(=O)c3cn(C)cn3)cc2C1=O | -16 | -11 | -15 | nt | 2 | -8 | -4
CC1CC(C)(C)NC(=S)N1CCCC(=O)Nc1ccc(Br)cc1 (configuration not stated) | -11 | -3 | 0 | 3 | -2 | 0 | -5
O=C(Nc1ccc(Oc2ccccc2)nc1)C1CCN(Cc2ccco2)CC1 | -2 | -2 | 0 | 6 | -7 | -4 | -6
COc1ccccc1NC(=O)COC(=O)c1ccc([N+](=O)[O-])s1 | nt | -3 | 23* | 8 | 87* | -3 | nt
C/C(=N\OCC(=O)Nn1c(C)nc2ccccc2c1=O)c1cccs1 | 1 | -3 | 4 | 3 | 1 | 1 | -2
O=C(COc1ccc(F)cc1)Nc1nnc(C2CCCCC2)s1 | 0 | 0 | -1 | -2 | -1 | 1 | -7
C[C@H]1CN([C@@H](C)CO)C(=O)c2cc(C3=CCCC3)cnc2O[C@@H]1CN(C)C(=O)Nc1ccccc1 | 21 | 4 | -1 | nt | 2 | 3 | -1

Source: PubChem BioAssay

This is a subset, so the mix of outcomes need not match the whole.
